Screening data from PubChem.
FXIIa inh 1536: inhibitors of human coagulation factor XIIa | P00748 | purified FXIIa, Boc-QGR-AMC fluorogenic substrate, 2 h | inhibition, % at 5 µM | 220,000 tested, 0.3% active | AID 800; in the data active = inhibition above about 40%;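 also: 0% = enzyme with no compound and 100% = blank without enzyme; many of its hits are not listed in these tables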
Target sequence (P00748 20-372 limits assumed): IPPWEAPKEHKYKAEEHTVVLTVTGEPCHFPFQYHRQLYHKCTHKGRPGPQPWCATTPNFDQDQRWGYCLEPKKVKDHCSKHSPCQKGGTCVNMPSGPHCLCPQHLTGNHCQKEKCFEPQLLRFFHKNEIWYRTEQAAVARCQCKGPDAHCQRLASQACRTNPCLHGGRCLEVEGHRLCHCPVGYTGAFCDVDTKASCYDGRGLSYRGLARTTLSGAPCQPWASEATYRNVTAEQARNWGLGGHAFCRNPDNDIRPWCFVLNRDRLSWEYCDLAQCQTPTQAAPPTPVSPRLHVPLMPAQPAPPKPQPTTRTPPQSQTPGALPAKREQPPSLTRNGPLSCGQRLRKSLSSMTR
Target sequence (P00748 373-615 limits assumed): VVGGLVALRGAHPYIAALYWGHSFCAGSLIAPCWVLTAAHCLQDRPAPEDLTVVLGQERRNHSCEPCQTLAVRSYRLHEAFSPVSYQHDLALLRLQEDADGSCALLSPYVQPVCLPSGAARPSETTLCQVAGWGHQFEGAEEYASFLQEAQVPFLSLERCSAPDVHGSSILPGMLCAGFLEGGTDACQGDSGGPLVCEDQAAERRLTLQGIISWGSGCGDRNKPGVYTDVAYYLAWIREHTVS
TNF death inh: inhibitors of TNF-alpha induced necroptosis in Jurkat FADD-/- cells | activation (protection from cell death), % at 10 µM | 220,000 tested, 0.068% active | Jurkat FADD-/- TNF necroptosis rescue, ATP luminescence, 24 h; 0 = TNF only, 100 = no-TNF cells;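 active = activation, meaning protection from cell death, of at least 50% relative to plate controls; inactive = activation below 50%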;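 also: necroptosis triggered by 40 ng/mL TNF-alpha added together with compound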
CHOP inh: CHOP inhibition in unfolded protein response. CHO-K1 CHOP-promoter luciferase, tunicamycin-induced, 15-18 h. inhibition, % at 10 µM. 220,000 tested, 3.8% active. AID 2732;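 active = compounds that reduced the stress-induced luciferase reporter signal by more than about 70% of percent inhibition, limit read from the data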;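 also: 0% = tunicamycin plus vehicle and 100% = wells without tunicamycin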
EP2 antag: EP2 receptor (human) inhibition; C6 glioma cells expressing human EP2, cAMP TR-FRET; cells stimulated with saturating PGE2; inhibition, % at 25 µM; 260,000 tested, 0.52% active;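 active = percent inhibition above 40 after rounding to a whole number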;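 also: rat C6 glioma host cells with rolipram phosphodiesterase inhibitor present; the protocol text gives 20 µM as final concentration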
Target sequence (P43116 whole entry, looked up): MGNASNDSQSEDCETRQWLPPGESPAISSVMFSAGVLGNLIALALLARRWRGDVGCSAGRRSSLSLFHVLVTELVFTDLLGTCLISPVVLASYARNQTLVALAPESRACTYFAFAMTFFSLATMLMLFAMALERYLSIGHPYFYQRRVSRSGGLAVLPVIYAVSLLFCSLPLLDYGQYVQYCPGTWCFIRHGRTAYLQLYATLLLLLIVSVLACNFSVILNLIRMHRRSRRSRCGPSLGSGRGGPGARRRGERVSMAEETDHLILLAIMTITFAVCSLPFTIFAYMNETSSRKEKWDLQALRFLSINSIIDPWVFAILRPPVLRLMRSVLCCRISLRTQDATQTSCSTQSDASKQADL
L929 necroptosis: L929 zVAD cell death inhibition | L929 zVAD necroptosis rescue, ATP luminescence, 24 h; with zVAD 60 µM | viability rescue, % at 10 µM | 220,000 tested, 0.38% active | AID 1377;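 active = activation, scaled between plate controls, above about 75%, limit read from the data; inactive = activation under that limit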;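 also: 0% = zVAD with DMSO and 100% = DMSO alone without zVAD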
Wee1 degr inh: inhibitors of human Wee1 degradation; P30291; HeLa Luc-Wee1K328M stability, luciferase luminescence; 100% = proteasome inhibitor MG132 effect; reporter increase, % at 5 µM; 220,000 tested, 1.2% active;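 active = activation above the mean of all tested compounds plus 3 SD, set per screening run, cut at about 8.8% in these data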;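 also: cells exposed to compound for 20 h before luminescence read; 0% = DMSO alone and 100% = MG132 at 30 µM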
FXIa inh: factor XIa (human) inhibition | AID 798 | purified FXIa, Boc-Glu-Ala-Arg-AMC fluorogenic substrate | P03951 | inhibition, % at 5 µM | 220,000 tested, 0.14% active;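 active = inhibition of at least 40%; inactive = inhibition below 40%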;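 also: fluorescence of freed AMC excited at 355 nm; 0% = enzyme without compound and 100% = no enzyme blank; many of its hits are not listed in these tables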
PPC-1+TRAIL kill: PPC-1 cancer cell killing with TRAIL present. PPC-1 cells + TRAIL, ATPLite viability luminescence. cell killing (% activity), % at 4 µM. 220,000 tested, 0.41% active. AID 1443;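 active = cell killing above 50% in the first pass at 4 µM, then a duplicate retest at 5 µM averaging 50% or more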;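 also: plate controls were cells with TRAIL plus DMSO for no effect and medium-only wells lacking cells for full effect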
Tb hexokinase: T. brucei hexokinase 1 inhibition; inhibition, % at 10 µM; 220,000 tested, 0.11% active; recombinant TbHK1, G6PDH-coupled NADH A340;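 active = inhibition of 50% or more in the single-dose primary screen; inactive = inhibition below 50%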
The depositor's hits bear a star; / = no result given; & = joins results of further samples. An excerpt. The share of hits here may be higher or lower than overall.

Under each structure – FXIIa inh 1536	TNF death inh	CHOP inh	EP2 antag	L929 necroptosis	Wee1 degr inh	FXIa inh	PPC-1+TRAIL kill	Tb hexokinase
COCC(=O)NCCNc1nc2ccc(C)cc2cc1C
→ 19	-3.3	6	16	-0.1	-1	3	3	-22
CCOc1cc(/C=C2/NC(=O)NC2=O)cc([N+](=O)[O-])c1O
→ 9	-1.1	-4	9	0.4	1	1	21	-17
COC(=O)CSc1nnc(CNC(=O)c2cc(OC)cc(OC)c2)n1-c1ccc(F)cc1
→ 6	0.7	-15	8	2.0	0	-4	14	3
COc1ccccc1-n1cnnc1SCC(=O)NC1CCS(=O)(=O)C1 (stereo not given)
→ 16	0.6	-22	6	-1.4	-3	11	-8	10
COc1ccc2[nH]c(=O)c(CNc3cc(C)ccc3C)cc2c1
→ 8	-7.4	20	7	-0.6	5	4	0	-19
CC(C)(C)NCC(O)COc1ccc(Br)cc1 (stereo not given)
→ 5	1.0	-1	9	-0.3	0	-2	4	-1
CCn1c(CC(=O)Nc2ccc(Cl)c(Cl)c2)nnc1SCc1ccc(C)cc1
→ 4	-1.9	20	4	1.1	2	-5	-15	1
O=C(OC1CCOC1=O)c1cc(-c2cccs2)nc2ccccc12 (stereo not given)
→ 3	1.0	10	21	3.1	-4	-3	-8	-3
CCOC(=O)c1sc2ncn(C(C)C(=O)OCC)c(=O)c2c1C (stereo not given)
→ 21	-2.0	29	16&10	-0.4	-4	10	-1	3
CCOC(=O)NC(=S)Nc1c(C)n(C)n(-c2ccccc2)c1=O
→ 6	0.1	-2	6	1.0	-2	-3	14	-1
Cc1ccc(NC(=O)CS(=O)(=O)c2cn(C)c3ccccc23)c(C)c1
→ 12	0.8	20	9	-0.3	/	4	25	-8
c1ccc(CNc2ncnc3c2cnn3-c2ccccc2)cc1
→ 23	-11	/	6	1.1	3	25	-7	-1
CCc1ccccc1N=C1S/C(=C/c2ccccc2OCC(=O)N2CCOCC2)C(=O)N1C
→ 10	0.1	23	6	0.4	1	0	0	13
O=C(Nc1nc2ccc(C(=O)N3CCCCC3)cc2s1)C1CCCCC1
→ 10	-5.7	21	7&7	2.0	3	-2	15	0
Cc1ccccc1-c1nc(CS(=O)(=O)CC(=O)NCc2ccccc2)c(C)o1
→ 14	-0.2	28	8	0.6	-3	8	1	3
NC1=NC(=O)CC(C(=O)NCc2ccccc2)S1 (stereo not given)
→ 6	-1.3	30	7	0.5	-2	1	2	-7
CC(NC(=S)NCCCN1CCOCC1)C12CC3CC(CC(C3)C1)C2 (stereo not given)
→ 8	1.9	7	6	-0.4	-2	5	19	1
O=C(CSc1ccc(-c2ccc3c(c2)OCO3)nn1)Nc1nccs1
→ 9	2.5	1	5	-0.3	-1	8	16	4
Cc1onc(-c2c(F)cccc2Cl)c1C(=O)Nc1sc2c(c1C#N)CCC(C(C)(C)C)C2 (stereo not given)
→ 21	-1.2	7	15	-0.4	-2	9	15	-12
Cc1ccc(C(=O)OCn2ncc(Cl)c(Cl)c2=O)cc1
→ 9	-25	107*	15	36	2	1	25	3
COc1cc(-c2nnc(SCC(=O)N(Cc3ccccc3)C(C)(C)C)o2)cc(OC)c1OC
→ 18	-11	50	9	0.4	-1	-1	3	-1
CCOc1ccc(N(CC(=O)NC(C)(C)C)C(=O)c2ccco2)cc1
→ 8	-1.0	2	4	-0.2	-2	-3	7	-1
CCOC(=O)c1cnn(-c2cc(C)c3ccccc3n2)c1N
→ 1	-0.3	47	19	-0.1	-1	-3	-13	-3
CCCCNC(=O)Cn1cnc2c(cnn2-c2ccc(C)c(C)c2)c1=O
→ 1	-0.4	41	8	-0.3	0	-5	7	4
CCOC(=O)N1CCN(C(=O)c2cn(CC)c3cc(N4CCN(C)CC4)c(F)cc3c2=O)CC1
→ 0	-0.1	26	/	2.2	2	-7	3	-148
CCN(CC)c1ccc(C=C(c2nnnn2-c2ccc(C)cc2)c2nnnn2-c2ccc(C)cc2)cc1
→ 0	2.5	14	4	0.5	-1	-8	13	-7
O=C(Cn1cnc2cc([N+](=O)[O-])ccc2c1=O)NC(c1ccccc1)c1ccccc1
→ 6	0.4	31	1	0.7	1	-1	-2	-3
COc1cc(/C=N/NC(=O)c2c(C)nnn2-c2nonc2N)ccc1O
→ /	1.1	14	10	1.9	-1	-4	-1	-20
Cc1ccccc1NC(=O)CN1CCC(n2nnc3ccccc32)CC1
→ 27	0.3	-15	3	0.2	4	17	30	1
CC(C)[C@@H](C(=O)N1CCN(C(=O)OC(C)(C)C)CC1)n1cc(CCO)nn1
→ 7	-0.5	5	13	-0.9	0	0	15	-5
Cc1cc(C)n2nc(SCC(=O)N(CC(C)C)c3c(N)n(CC(C)C)c(=O)[nH]c3=O)nc2n1
→ 8	-0.3	12	2	1.9	-1	-5	6	-3
O=C(COC(=O)CSc1cc(Cl)ccc1Cl)Nc1ncc(C(F)(F)F)cc1Cl
→ 3	1.7	54	9	0.7	-2	0	4	13
CC(Oc1ccc(Cl)cc1Cl)C(=O)/C=C/N(C)C (stereo not given)
→ 8	-2.4	-15	7	0.1	-2	3	18	-12
CCOc1cccc(=O)c2c(C)n(CC3CCCO3)c(C)c12 (stereo not given)
→ 27	-0.8	-58	2	-0.4	4	3	-1	-8
C=C(C)Cn1c(CCNC(=O)C(C)(C)C)nc2ccccc21
→ -1	1.3	-24	13	0.3	0	1	9	5
COc1ccc(OC)c(NC(=O)C23CCC(C)(C(=O)O2)C3(C)C)c1 (stereo not given)
→ -3	0.0	31	7	-0.6	1	-8	-9	1
Cc1noc(C)c1COc1cccc(C(=O)OCC(=O)N2CC(=O)Nc3ccccc32)c1
→ 5	-8.8	/	3	-0.3	18*	-7	2	5
COc1ccc(C)cc1S(=O)(=O)Nc1ccc2c(c1)OCO2
→ 3	0.1	-4	-2	5.8	-2	-7	10	-2
CC(C)c1nc2cc3ccccc3cc2[nH]1
→ 17	-1.1	21	9	13	-2	3	14	-3
CC(C)/C(=N/Nc1ccccc1[N+](=O)[O-])c1ccccc1
→ 7	-1.3	35	8	24	2	-3	8	7
COC(=O)/C=C1\SC(N2CCOCC2)=C(c2ccc(OC)cc2)C1=O
→ 12	1.0	20	3	-0.2	6	-1	-15	-30
Cc1cc(=O)[nH]c(Nc2c(C)n(C)n(-c3ccccc3)c2=O)n1
→ -2	-0.8	-9	9&6	-0.3	-2	-7	12	-4
Cc1sc2ncnc(SC(C)C#N)c2c1C (stereo not given)
→ 2	-4.7	37	12	-0.1	2	-3	/	-3
NNC(=O)C12CC3CC(C1)CC(n1ncnn1)(C3)C2
→ 9	0.7	-19	7	0.0	8	6	11	4
CCCCOc1ccc(OCCCC)c2c1NC1(N2)C(=O)N(C(C)=O)c2ccccc21
→ 15	-1.3	43	10	-0.2	-2	-1	0	-7
Oc1ccc(-c2csc(NCc3ccco3)n2)cc1
→ 33	-10	-13	4&11	2.7	-1	4	0	3
Cc1sc(NC(=O)CSc2nnnn2C2CCCC2)c(C#N)c1C
→ 44*	0.8	43	-7	0.1	-1	20	16	4
CC(NC(=O)Cn1nc(C(=O)O)c2ccccc2c1=O)c1ccccc1 (stereo not given)
→ 18	-1.6	-12	11	0.6	-2	8	-5	2
O=C(CCc1nnc(CCCCc2ccccc2)o1)NCCN1CCCCC1=O
→ 9	0.4	-4	4	0.0	-3	-1	21	7
COc1ccccc1CCC(=O)Nc1nc2ccccc2[nH]1
→ -1	-11	21	11	0.7	0	-5	16	-3

(further entries)
Under each structure – FXIIa inh 1536	TNF death inh	CHOP inh	EP2 antag	L929 necroptosis	Wee1 degr inh	FXIa inh	PPC-1+TRAIL kill	Tb hexokinase
COc1ccnc(Oc2ccccc2)c1-c1ncn[nH]1
→ 12	-0.1	8	4	0.2	2	0	10	-2
COC(=O)c1c(NC(=O)Cn2nc(C(F)F)cc2C(F)F)sc(C)c1C
→ 10	1.0	45	4	0.3	4	2	29	2
COc1ccc(OC)c(Cc2nnc(CCC(=O)N3CCCCCC3)o2)c1
→ 5	1.1	-18	4	0.8	4	-6	/	-5
Cc1cc2cc(CN(Cc3cccs3)C(c3nnnn3C(C)(C)C)C(C)C)c3nnnn3c2cc1C (stereo not given)
→ 28	-2.3	14	12	-1.3	0	18	3	-12
CC(=O)c1c(C)[nH]c(C(=O)CSc2nnc(CN3CCCCCC3=O)n2-c2ccccn2)c1C
→ 4	1.1	25	8	1.5	1	-9	18	-8
Cc1nn(-c2nc3ccccc3s2)c(N)c1Sc1ccc(F)cc1
→ 10	-5.6	-64	7	0.1	1	0	6	-16
CC(c1ccon1)N(C)Cc1cn(Cc2ccccc2)nc1-c1ccc2c(c1)OCO2 (stereo not given)
→ 12	1.9	-3	4	-1.0	2	0	4	-12
CCOc1ccc(OCCSc2nnnn2-c2ccccc2)cc1
→ 3	-0.2	31	13	-0.6	-3	-4	41	26
CC1CCc2sc(-c3n[nH]c(=S)o3)cc2C1 (stereo not given)
→ 8	0.7	-10	12	0.6	3	1	32	-15
CC1(C)Cc2c(sc3ncn4nc(CCC(=O)O)c(=O)nc4c23)CO1
→ 10	1.4	2	12	0.9	-2	5	12	-16
N=c1c2c(n(Cc3ccccc3)c3c1CCC3)CCC2
→ -4	-11	/	8	-0.4	-3	-3	16	5
N#Cc1nc(Cl)c(Cl)c(NN)c1Cl
→ 7	4.0	9	2	-0.2	-2	3	-1	-11
CC(c1nnc(SCn2nnc3ccccc3c2=O)n1-c1ccc(Cl)cc1)N(C)C (stereo not given)
→ 9	0.1	-19	16	0.2	4	-1	1	2

Among those listed so far, twelve have a halogen:
Under each structure – FXIIa inh 1536	TNF death inh	CHOP inh	EP2 antag	L929 necroptosis	Wee1 degr inh	FXIa inh	PPC-1+TRAIL kill	Tb hexokinase
COC(=O)CSc1nnc(CNC(=O)c2cc(OC)cc(OC)c2)n1-c1ccc(F)cc1
→ 6	0.7	-15	8	2.0	0	-4	14	3
CC(C)(C)NCC(O)COc1ccc(Br)cc1 (stereo not given)
→ 5	1.0	-1	9	-0.3	0	-2	4	-1
CCn1c(CC(=O)Nc2ccc(Cl)c(Cl)c2)nnc1SCc1ccc(C)cc1
→ 4	-1.9	20	4	1.1	2	-5	-15	1
Cc1onc(-c2c(F)cccc2Cl)c1C(=O)Nc1sc2c(c1C#N)CCC(C(C)(C)C)C2 (stereo not given)
→ 21	-1.2	7	15	-0.4	-2	9	15	-12
Cc1ccc(C(=O)OCn2ncc(Cl)c(Cl)c2=O)cc1
→ 9	-25	107*	15	36	2	1	25	3
CCOC(=O)N1CCN(C(=O)c2cn(CC)c3cc(N4CCN(C)CC4)c(F)cc3c2=O)CC1
→ 0	-0.1	26	/	2.2	2	-7	3	-148
O=C(COC(=O)CSc1cc(Cl)ccc1Cl)Nc1ncc(C(F)(F)F)cc1Cl
→ 3	1.7	54	9	0.7	-2	0	4	13
CC(Oc1ccc(Cl)cc1Cl)C(=O)/C=C/N(C)C (stereo not given)
→ 8	-2.4	-15	7	0.1	-2	3	18	-12
COC(=O)c1c(NC(=O)Cn2nc(C(F)F)cc2C(F)F)sc(C)c1C
→ 10	1.0	45	4	0.3	4	2	29	2
Cc1nn(-c2nc3ccccc3s2)c(N)c1Sc1ccc(F)cc1
→ 10	-5.6	-64	7	0.1	1	0	6	-16
N#Cc1nc(Cl)c(Cl)c(NN)c1Cl
→ 7	4.0	9	2	-0.2	-2	3	-1	-11
CC(c1nnc(SCn2nnc3ccccc3c2=O)n1-c1ccc(Cl)cc1)N(C)C (stereo not given)
→ 9	0.1	-19	16	0.2	4	-1	1	2
